SRC3 TRFRET art = counter-screen for PPARgamma SRC-3 recruitment agonists: TR-FRET artefact. PPARgamma/SRC-3 format; hits give high values. TR-FRET ratio at 8 µM. 99,000 compounds, 0.39% hits; in the data active = TR-FRET ratio above about 2000; note: inactives centre near 1600; reference of the scale not given here
SRC1 TRFRET art = counter-screen for PPARgamma SRC-1 recruitment agonists: TR-FRET artefact; TR-FRET detection artefact counter-screen, emission ratio; hits give high values; TR-FRET ratio at 8 µM; 99,000 compounds, 0.34% hits; AID 1051; in the data active = TR-FRET ratio above about 2300; note: inactives centre near 1800; reference of the scale not given here
* = called active by the depositor.

SMILES	SRC3 TRFRET art	SRC1 TRFRET art
COC(=O)COc1ccc(-c2ccc(F)cc2)cc1C=O	1425	1544
OCCN1CCN(c2nc3ccccc3nc2-c2ccccc2)CC1	1519	1543
Cc1cc(C)cc(Nc2c3c(nc4ncnn24)CCC3)c1	1824	1690
Cn1cc(-c2ccccc2C(N)=O)c(=O)c2ccccc21	1498	1756
CCOC(=O)C1C(=O)CC(C)(O)C(C(=O)OCC)C1c1ccc(SC)cc1 (stereo not drawn)	1656	2028
COc1ccc(C2NC(=O)C(C#N)=C(S)N2c2ccccc2)cc1OC (stereo not drawn)	1649	1753
CC(=O)c1ccc(NC(=O)COC(=O)c2ccccc2Sc2ccccc2C#N)cc1	2465*	1874
COc1cc2c(cc1NC(=O)COC(=O)CNS(=O)(=O)c1ccc(C)cc1)oc1ccccc12	1615	1917
Cc1c(NC(=S)Nc2ccccc2C(F)(F)F)cccc1[N+](=O)[O-]	1557	1786
CC(NS(=O)(=O)c1ccc([N+](=O)[O-])cc1)C(c1cccs1)N1CCOCC1 (stereo not drawn)	1612	1721
CCn1c(=N)c(S(=O)(=O)c2ccccc2)cc2c(=O)n3ccccc3nc21	1556	1759
Fc1ccc(-c2csc(N3CCSCC3)n2)cc1	1639	1768
Cc1n[nH]c(=O)nc1N/N=C/c1ccc(O)c([N+](=O)[O-])c1	1741	1672
O=c1/c(=C/c2ccc(O)c([N+](=O)[O-])c2)sc2nc3ccccc3n12	1579	1575
CCN(CC)S(=O)(=O)c1ccc(NC(=O)[C@@H](NC(=O)c2cc(OC)cc(OC)c2)C(C)C)cc1	1760	1743
CCC(C)(C)NC(=O)c1ccc2c(c1)OCCO2	1592	1975
Oc1ccc(-c2n[nH]c(=S)n2-c2ccc3c(c2)OCCO3)cc1	1514	1966
Cc1c(NS(=O)(=O)c2cc(NC(=O)CCN3CCCC(C)C3)ccc2Cl)c(=O)n(-c2ccccc2)n1C (stereo not drawn)	1491	1803
CNC(=O)c1ccc(-c2nc(-c3ccccc3)cs2)cc1	1622	1977
CCOC(=O)N1CCN(S(=O)(=O)c2ccc(C(=O)NNc3nc4ccc(Cl)cc4s3)cc2)CC1	1446	1678
COCCn1c(C)cc(/C=C2\NC(=S)N(C)C2=O)c1C	1452	1793
CC(=O)NC1CCN(CC(=O)Nc2cccc([N+](=O)[O-])c2)CC1	1475	1841
CCCCNC(=S)N(C)/N=C/c1c(C)[nH]c2ccccc12	1750	2058
CCc1c(C)nc(SCC(=O)N2CCCCC2C)[nH]c1=O (stereo not drawn)	1816	1755
Cc1c(CCC(=O)O)c(=O)oc2cc(O)ccc12	1742	1837
Cc1c(C(=O)NN)nc2ccccn12	1718	1541
Cc1ccc(C)c(SCC(=O)NC(=O)NCc2ccccc2)c1	1290	1801
COCCNC(=O)C(C)OC(=O)C1=Cc2ccccc2OC1 (stereo not drawn)	1603	1822
O=C(NCCN1CCN(S(=O)(=O)c2ccc([N+](=O)[O-])cc2)CC1)C(=O)Nc1ccccc1	1650	1729
O=C(/C=C/c1ccc(Cl)cc1)NC1CC2CCC1C2 (stereo not drawn)	1408	1936
CC(C)c1ccccc1NC(=S)NCc1ccncc1	1637	1780
CC(C)[C@H](NS(=O)(=O)c1ccccc1)C(=O)OCC(=O)Nc1ccc2c(c1)OCO2	1456	1791
C#CCn1cc(/C=N/NC(=O)COc2cccc3cccnc23)c2ccccc21	1617	1820
COc1ccc(NC(=O)CSc2nc(C)cs2)c(OC)c1	1551	1717
COc1ccc(/C=N/NC(=O)c2ccc(Br)cc2)cc1Cn1cc(Cl)cn1	1642	1867
COc1ccc(NC(=O)CC(c2ccccc2)c2ccco2)cc1 (stereo not drawn)	1524	1781
C/C(=N/NC(=O)CNC(=O)c1cccnc1)c1ccc([N+](=O)[O-])cc1	1610	1960
COc1ccc(C2CC(c3cccc(OC)c3)n3nc(N)nc3N2)cc1 (stereo not drawn)	1420	1541
Cc1ccc(NC(=O)C(OC(=O)c2ccc(F)cc2)c2ccccc2)cc1Cl (stereo not drawn)	1539	1703
O=C(CN1CCSC1=NCc1ccccc1)c1ccc(Cl)c(Cl)c1	1761	1944
Cc1cccc(/C=N\NC(=O)c2ccc(Cl)cc2)c1O	1620	1829
CCOC(=O)C(=NC(C)(C)C)NNc1cc(Cl)ccc1Cl	1378	1817
Cc1ccc(-n2c(C)cc(=O)cc2C)c(C)c1	1773	1857
O=C(N/N=C/c1cccc([N+](=O)[O-])c1)C1CC1c1ccccc1 (stereo not drawn)	1735	1828
Cc1ccc(Cn2c(=O)oc3ccccc32)cc1	1722	2057
CCOC(=O)c1c(C)oc2ccc(OC(=O)c3cccs3)cc12	1619	1865
CC(=O)c1ccc2c(c1)Nc1ccccc1S2	1819	1766
COc1ccccc1N1CCN(C2CCN(C3CCC(c4ccccc4)CC3)CC2)CC1 (stereo not drawn)	1638	1632
Cc1cc(/C=C2/NC(=O)NC2=O)c(C)n1-c1ccccn1	1657	1793
O=C(C[n+]1cc(-c2ccc(F)cc2)n2c1CCC2)Nc1nc(-c2ccccc2)cs1	1642	1892
Clc1ccc(C2=NCCN2)cc1	1713	1814
CCN(CC)CCN(C(=O)CCOc1ccccc1)c1nc2c(F)cc(F)cc2s1	1583	1811
Cc1ccc(NC2=NCC(=O)N2Cc2ccc3c(c2)OCO3)c(C)c1	1582	1518
CC(C)Oc1ccc(C(=O)Nc2ccc(Cl)c(S(=O)(=O)Nc3ccc(Cl)cc3)c2)cc1	1652	2022
COc1ccc2cc(CCN3C(=O)c4ccccc4C3=O)c(=O)[nH]c2c1	1665	1756
CC(=O)NC1=NN(C(C)=O)C(C)(c2cccnc2)S1 (stereo not drawn)	1737	1956
CNc1nn(-c2cccc(Cl)c2)nc1N	1560	1785
Cc1ccc(NS(=O)(=O)c2ccc3c(c2)C(=O)c2ccccc2C3=O)c(C)c1	1522	1756
COc1ccc(N(C2=NCCCS2)S(=O)(=O)c2ccc(C(C)(C)C)cc2)cc1	1618	1881
COc1ccc2c(c1)C1NC(=S)NC(C)(O2)C1C(=O)Nc1ccc(Cl)cc1 (stereo not drawn)	1327	1622

(further entries)
SMILES	SRC3 TRFRET art	SRC1 TRFRET art
O=C(Cc1ccc(Cl)cc1)NNc1c(F)c(F)cc(F)c1F	1432	1582
CC(OC(=O)c1nn(C(C)C)c(=O)c2ccccc12)C(=O)Nc1ncc(Cl)cc1Cl (stereo not drawn)	1564	2149
COc1ccccc1NS(=O)(=O)c1cccc(N=C2N=C(N)c3ccccc32)c1	1727	1711
CC(=O)Nc1ccc(S(=O)(=O)NCCOc2ccc(Cl)cc2C)cc1	1595	1926
N#C/C(=C\c1ccc(-c2cccc([N+](=O)[O-])c2)o1)C(=O)NCCN1CCOCC1	1575	1676
Cc1ccc(NC(=O)CN2C(=O)N/C(=C/c3ccc(N4CCOCC4)cc3)C2=O)cc1	1742	2101
Fc1ccc(N2CCN(C(=S)NCc3ccco3)CC2)cc1	1382	1889
Cc1ccccc1Cn1nc(C)c(NC(=O)c2cc(-c3ccco3)on2)c1C	1674	1764
c1ccc(CN2CCC(=NNc3nc4ccccc4[nH]3)CC2)cc1	1720	1658
CCNC(=O)NC(=O)CSc1ccccc1F	1450	1982
Cc1c(NC(=O)COC(=O)C2(c3ccccc3F)CCCC2)c(=O)n(-c2ccccc2)n1C	1470	1726
CC1(C)OC2OC(COC(=O)c3ccccc3)C3OC(C)(C)OC3C2O1 (stereo not drawn)	1515	1738
Cc1ccc(C)c(OCc2nnc(SCC(=O)NCc3ccc4c(c3)OCO4)o2)c1	1697	1935
CCSc1nc2c(c(=O)n1CC)SC(C)C2 (stereo not drawn)	1641	1469
CCc1nnc(N2C(=O)c3ccc(Oc4ccc([N+](=O)[O-])cc4)cc3C2=O)s1	1446	1678
Clc1ccc(-n2ncc3c(N4CCCCCC4)ncnc32)cc1	1639	1858
O=C(NCCN1CCOCC1)C(=O)NCc1ccco1	1676	1554
CC(C)Sc1nc(N2CCOCC2)c2c(c1C#N)CC(C)(C)SC2	1576	1895
CCCCC(=O)Nc1ccccc1Oc1ccccc1	1357	1721
COc1cc(NC(=O)c2cccnc2SC)cc(OC)c1	1637	1951
Cc1ccc(CN2CCc3[nH]c(=O)[nH]c(=O)c3C2)cc1	1653	1866
CCOC(=O)c1[nH]cnc1C(=O)Nc1ccc(Cl)cc1	1569	1962
COc1ccccc1NS(=O)(=O)c1cc(NC(=O)c2cc[n+]([O-])cc2)ccc1N1CCCC1	1690	1871
CCOc1ccc(NC(=O)NNC(=O)c2ccc(CC)s2)cc1	1584	2014
Cn1ncc(Br)c1C(=O)O	1648	1820
CCc1cc(C(=O)N2CCCC(CCC(=O)NCc3cccc(OC)c3)C2)no1 (stereo not drawn)	1644	1908
O=C(NC(=S)Nc1nc(-c2ccc(Br)cc2)cs1)c1ccco1	1434	1985
O=C(Cc1csc(Nc2nc(=S)[nH]c3ccccc23)n1)N1CCN(c2cccc(Cl)c2)CC1	1715	2145
Cc1cc(C)cc(-n2c(SCC(=O)NCc3ccc4c(c3)OCO4)nc3ccccc3c2=O)c1	1621	1579
Cc1cc(C)nc(SCc2nnc(SCc3ccc([N+](=O)[O-])cc3)n2Cc2ccco2)n1	1463	1743

Rewritten with two lines to a compound: 16 of the compounds above.
Value order – SRC3 TRFRET art	SRC1 TRFRET art
> CC1(C)OC2OC(COC(=O)c3ccccc3)C3OC(C)(C)OC3C2O1 (stereo not drawn)
 : 1515	1738
> Cc1ccc(C)c(OCc2nnc(SCC(=O)NCc3ccc4c(c3)OCO4)o2)c1
 : 1697	1935
> CCSc1nc2c(c(=O)n1CC)SC(C)C2 (stereo not drawn)
 : 1641	1469
> CCc1nnc(N2C(=O)c3ccc(Oc4ccc([N+](=O)[O-])cc4)cc3C2=O)s1
 : 1446	1678
> Clc1ccc(-n2ncc3c(N4CCCCCC4)ncnc32)cc1
 : 1639	1858
> O=C(NCCN1CCOCC1)C(=O)NCc1ccco1
 : 1676	1554
> CC(C)Sc1nc(N2CCOCC2)c2c(c1C#N)CC(C)(C)SC2
 : 1576	1895
> CCCCC(=O)Nc1ccccc1Oc1ccccc1
 : 1357	1721
> COc1cc(NC(=O)c2cccnc2SC)cc(OC)c1
 : 1637	1951
> Cc1ccc(CN2CCc3[nH]c(=O)[nH]c(=O)c3C2)cc1
 : 1653	1866
> CCOC(=O)c1[nH]cnc1C(=O)Nc1ccc(Cl)cc1
 : 1569	1962
> COc1ccccc1NS(=O)(=O)c1cc(NC(=O)c2cc[n+]([O-])cc2)ccc1N1CCCC1
 : 1690	1871
> CCOc1ccc(NC(=O)NNC(=O)c2ccc(CC)s2)cc1
 : 1584	2014
> Cn1ncc(Br)c1C(=O)O
 : 1648	1820
> CCc1cc(C(=O)N2CCCC(CCC(=O)NCc3cccc(OC)c3)C2)no1 (stereo not drawn)
 : 1644	1908
> O=C(NC(=S)Nc1nc(-c2ccc(Br)cc2)cs1)c1ccco1
 : 1434	1985

(next part)
SMILES	SRC3 TRFRET art	SRC1 TRFRET art
c1ccc(Cn2nnc3c(Nc4ccc5c(c4)OCO5)nc(C4CC4)nc32)cc1	1952	1661
CC(C)(C)c1nnc(NC(=S)Nc2ccccc2)s1	1535	1681
COc1ccc(CNC(=O)CN2C(=O)CC(c3ccccc3)=Nc3ccccc32)cc1	1519	1884
O=C(NCc1ccco1)c1ccc(CNc2c(N3CCCCC3)c(=O)c2=O)cc1	1687	1543
Cc1ccccc1N1CCN(C(=O)CN2C(=O)c3ccccc3C2=O)CC1	1593	1961
O=C(/C=C/c1ccccc1)NCCC1=CCCCC1	1583	1786
COc1ccc2c(=O)c3c(=O)n(-c4ccccc4)c(-c4ccco4)nc3oc2c1	1514	1688
O=C(NC1=NCCS1)c1cc(-c2ccc(F)cc2)nc2ccccc12	1514	1404
CC1Cc2ccccc2N1CC(=O)NCc1ccc2c(c1)OCO2 (stereo not drawn)	1469	1764
CC(C)(C)C1=NN(c2ccc([N+](=O)[O-])cc2)C(c2ccccc2)C1 (stereo not drawn)	1825	1808
O=[N+]([O-])c1c(NCCO)cc(N2CCC3(CC2)OCCO3)c2nonc12	1641	1934
CCOc1ccc(NC(=S)N2c3ccccc3CC2C)cc1 (stereo not drawn)	1459	1853
CSc1cccc(NC(=O)CCc2ccccc2)c1	1639	1707
CC(NCC1(N2CCOCC2)CCCCC1)C(=O)Nc1ccc(Cl)cc1Cl (stereo not drawn)	1513	1818
O=C(O)c1ccccc1-n1c(-c2ccccc2)cc2c1CCCC2=O	1549	2017
Cc1ccc(C2(C)NC(=O)N(CC(=O)Nc3c(C)n(C)n(-c4ccccc4)c3=O)C2=O)cc1 (stereo not drawn)	1607	1889
O=C(Cc1coc2ccc3ccccc3c12)NC1CCCc2ccccc21 (stereo not drawn)	1597	1884
CCOC(=O)Cn1c(-c2ccccc2)ccc(C#N)c1=O	1683	1608
O=C(CN1C(=O)NC2(CCCCCC2)C1=O)NC1CCCCCCC1	1504	1837
COc1cc(/C=N/Nc2cccc(C)c2)cc(Br)c1O	1770	1902
CSCCC(NS(=O)(=O)c1ccccc1F)C(=O)OCc1ccccc1Cl (stereo not drawn)	1726	2103
O=C(CN1CCN(c2ccccc2F)CC1)N1N=CCC1c1ccccc1 (stereo not drawn)	1847	1867
O=C(CO/N=C/c1ccc(OC(F)F)cc1)N1CCc2ccccc21	1323	1559
O=C(c1ccc(C(F)(F)F)cc1)C1CCCN(C(=O)CN2C(=O)CSC2=O)C1 (stereo not drawn)	1574	1658
COc1ccc(CCNC(=O)CCN2C(=O)c3ccccc3C2=O)cc1OC	1568	1848
O=C1NCC(COc2ccc(Cl)cc2)O1 (stereo not drawn)	1655	1753
CCOc1ccc2nc(SCC(=O)N3c4ccccc4Sc4ccccc43)sc2c1	1539	1531
Cc1ccc(C(=O)NC(=C(Cl)Cl)S(=O)(=O)c2ccc(C)cc2)cc1	1498	1657
COC(=O)Cc1c(C(=O)OC)nnn1-c1ccc(OC(F)(F)F)cc1	1600	1839
C=CCNc1nc(S(=O)Cc2ccc(C)cc2)nc2c1CCCC2 (stereo not drawn)	1767	2050
O=C(CSc1nc(O)c(Cc2ccccc2)c(=O)[nH]1)Nc1nnc(SCc2ccccc2)s1	1673	1777

Source: PubChem

This is a subset; the hit share may differ from the screen's.
